Assay outcomes (PubChem)
ELG1 genotoxic: genotoxicity induction in ELG1-luciferase HEK293T cells. Potency, µM (top dose mostly 46 µM), inactives show at the top dose activity change, positive = activation, most hits filed as activators. HEK293T ELG1-luciferase reporter, luminescence, 16 h. actives 1.3% (n = 330,000); note: potency is the fitted concentration of half-maximal effect; % of control where 0% means no effect; nearly all actives have a fitted effect of over 60% in size
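Reporter readout depends on ELG1 protein level, which increases with genetic stress. After 16 hr compound exposure at 37 °C, luciferase activity was quantified using ONE-Glo.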
NPC1 prom act: activators of NPC1 promoter | actives 2.4% (n = 320,000) | AID 485313 | Potency, µM (top dose mostly 9.22 µM), without a hit: at the top dose activation, usual class: activators | Huh7 NPC1 promoter luciferase reporter, 24 h;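 note: potency is the fitted concentration of half-maximal effect; % of control where 0% means no effect; nearly all actives have a fitted effect of over 60% in size; reporter is driven by a mutant NPC1 promoter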
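Cells: Huh7 expressing luciferase under the NPC1 promoter, 1500/well. Seeded 2 h, compound added, incubated 24 h at 37 °C. Luciferase reagent, 10 min ambient, then luminescence.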
uPA generation: inhibitors of cell surface uPA generation | cell surface uPA generation assay, qHTS | Potency, µM (titrated, usually from 38.3 µM), for inactives: at the top dose activity change, negative = inhibition, usual class: inhibitors | actives 0.31% (n = 330,000) | AID 540303; active = well fitted inhibition curve with a large enough effect; inconclusive = small, poorly fitted or top-dose-only effect; inactive = no such curve, though single readings can be large or run the other way; tested in mouse RAW 264.7 cells; note: potency is the fitted concentration of half-maximal effect; % is set by controls: 0 for no effect and ±100 for the full control effect; nearly all actives have a fitted effect of over 55% in size
Tb PFK inh: T. brucei PFK enzyme inhibition | actives 0.17% (n = 330,000) | Potency, µM (top dose mostly 57.5 µM), for inactives: at the top dose activity, negative = inhibition, hits mostly inhibitors | T. brucei PFK, ADP-Glo luminescence | O15648;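 note: potency is the fitted concentration of half-maximal effect; 0% = uninhibited 1x PFK enzyme wells and -100% = no-enzyme wells; nearly all actives have a fitted effect of over 60% in size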
Target sequence (O15648 whole entry, looked up): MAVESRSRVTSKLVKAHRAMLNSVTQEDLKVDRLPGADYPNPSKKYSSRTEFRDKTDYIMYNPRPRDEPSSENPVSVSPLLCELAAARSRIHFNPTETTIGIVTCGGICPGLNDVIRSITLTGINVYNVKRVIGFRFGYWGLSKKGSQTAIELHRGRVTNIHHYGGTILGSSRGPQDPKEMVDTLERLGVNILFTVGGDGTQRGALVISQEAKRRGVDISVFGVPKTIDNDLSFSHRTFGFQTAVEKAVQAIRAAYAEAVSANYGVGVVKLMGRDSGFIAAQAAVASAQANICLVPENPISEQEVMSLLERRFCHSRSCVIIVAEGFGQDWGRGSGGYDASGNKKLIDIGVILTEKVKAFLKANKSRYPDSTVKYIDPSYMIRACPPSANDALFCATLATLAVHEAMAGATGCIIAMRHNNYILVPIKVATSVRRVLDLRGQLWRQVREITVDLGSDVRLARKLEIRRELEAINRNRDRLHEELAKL
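Activity is normalized to no-enzyme wells (full inhibition) and 1.25 nM enzyme wells (no inhibition). Reaction: 0.5 mM F6P, 0.1 mM ATP, 45 min RT, ADP-Glo luminescence; concentration-response curves fitted and classed by quality.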
Rab9 promoter act: Rab9 promoter activation. Huh7 Rab9 promoter-luciferase reporter, luminescence, 24 h. Potency, µM (titrated, usually from 9.22 µM), inactives show at the highest dose activation, negative = inhibition, most hits filed as activators. actives 2.8% (n = 320,000); note: potency is the fitted concentration of half-maximal effect; % of control where 0% means no effect; nearly all actives have a fitted effect of over 60% in size
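Luminescence from Amplite-detected luciferase (10 minutes, ambient) reports Rab9 promoter activation. Before that, stable Rab9-luciferase Huh7 cells (1500/well, reduced-serum OP-MEM I plus 10% FBS) were exposed to compound for 24 hours at 37C.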
RORg inh: ROR gamma (mouse) transcription inhibition. P51450. Drosophila S2 Gal4-RORgamma UAS-luciferase reporter, 20 h. Potency, µM (series often up to 53.6 µM), for the others: top-dose activity change, negative = inhibition, actives largely listed as inhibitors. actives 5.4% (n = 310,000). AID 2551; note: potency is the fitted concentration of half-maximal effect; % is set by controls: 0 for no effect and ±100 for the full control effect; nearly all actives have a fitted effect of over 60% in size
Target sequence (P51450 whole entry, looked up, the tested form may be a part): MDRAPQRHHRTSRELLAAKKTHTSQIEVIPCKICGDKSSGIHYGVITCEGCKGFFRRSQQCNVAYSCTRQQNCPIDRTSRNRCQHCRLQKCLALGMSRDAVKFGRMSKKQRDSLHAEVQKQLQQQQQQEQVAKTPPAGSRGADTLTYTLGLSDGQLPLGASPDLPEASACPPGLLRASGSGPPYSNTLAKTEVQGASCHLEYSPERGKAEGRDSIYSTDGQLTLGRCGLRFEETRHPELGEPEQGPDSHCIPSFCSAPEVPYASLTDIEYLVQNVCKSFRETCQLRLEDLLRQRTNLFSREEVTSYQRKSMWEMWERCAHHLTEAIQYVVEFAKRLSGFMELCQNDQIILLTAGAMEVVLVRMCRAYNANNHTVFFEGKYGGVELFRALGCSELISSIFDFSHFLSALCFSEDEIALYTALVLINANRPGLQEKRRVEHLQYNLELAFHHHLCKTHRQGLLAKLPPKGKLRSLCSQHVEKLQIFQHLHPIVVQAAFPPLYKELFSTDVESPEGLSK
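Stable Schneider cell line, Gal4 DNA-binding domain fused to ROR gamma, UAS-luciferase. Cmpd 1 hr RT → CuSO4 700 uM final → 20 hr RT → luciferase reagent 10 min → luminescence.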
Giardia kill: Giardia lamblia killing | Giardia lamblia trophozoite viability | activity change, % at 7.66 µM, hits read low | actives 0.15% (n = 340,000) | AID 540267; in the data active = activity change below about -80%; inconclusive = between about -30% and that limit;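 note: parasites exposed to compound for two days anaerobically before the ATP read; % is set by controls: 0 for no effect and ±100 for the full control effect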
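ATP-content bioluminescence gauges trophozoite survival. Cells (100/well) receive compound and incubate anaerobically for 48 hrs at 37 deg C; detection reagent follows for 15-30 min at room temperature.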
FBPA coupling cs: counter-screen for Giardia aldolase inhibitors: coupling enzyme system | coupling enzyme system counterscreen, AmpLite Red fluorescence | activity change, negative = inhibition, % at 58.2 µM, hits read low | actives 0.67% (n = 290,000) | AID 2472; in the data active = activity change below about -30%; note: % is set by controls: 0 for no effect and ±100 for the full control effect
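Compounds tested against the coupling enzymes alone at 57.5 uM final; readout was AmpLite Red fluorescence (525/598 nm) after 20 min at RT.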
KCNH2 3.1 block: KCNH2 3.1 (human) potassium channel inhibition; actives 0.95% (n = 340,000); U2OS KCNH2 3.1, thallium flux FluxOr; hits give low values; activity change, % (tested at about 1.8 µM); AID 720553;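 active = maximum activity change below -70%; inconclusive = maximum activity change from -70% to -50%; inactive = maximum activity change above -50%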;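 note: thallium influx rate constant from kinetic fluorescence after stimulation buffer; % is set by controls: 0 for no effect and ±100 for the full control effect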
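Thallium flux read-out: FluxOr dye with Red40 quencher in HBSS/HEPES, 45 min at RT. Rate constants from kinetic reads were normalized to positive and negative DMSO controls. Cells: U2OS virally expressing the 3.1 isoform.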
FLuc modulator: firefly luciferase modulation, counter-screen for miR-21 project; P08659; purified FLuc, Km substrates, luminescence inhibition; Potency, µM (titrated, usually from 57.5 µM), for inactives: at the highest dose activity change, negative = inhibition, actives largely listed as inhibitors; actives 6.9% (n = 360,000); AID 588342;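 note: potency is the fitted concentration of half-maximal effect; plate controls were vehicle for no effect and reference inhibitor for full effect; nearly all actives have a fitted effect of over 55% in size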
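Purified P. pyralis luciferase, 10 nM final, with Km-level 10 uM D-luciferin and 10 uM ATP in 50 mM Tris acetate pH 7.5, 10 mM Mg acetate, 0.01% Tween-20, 0.05% BSA; 6-point qHTS titration about 60 µM downward; luminescence read.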
VP16 counter: inhibits Gal4-VP16 luciferase reporter, ROR gamma counter-screen; Drosophila S2 Gal4-VP16 UAS-luciferase, luminescence, 20 h; Potency, µM (doses to about 53.6 µM), for the others: at the highest dose activity, negative = inhibition, most hits filed as inhibitors; actives 3.5% (n = 310,000);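 note: Gal4-VP16 expression switched on by copper sulfate through the metallothionein promoter; potency is the fitted concentration of half-maximal effect; % is set by controls: 0 for no effect and ±100 for the full control effect; nearly all actives have a fitted effect of over 50% in size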
* marks the source's active call; other numbers are inactive results; ? = inconclusive; . = not tested or not shown; & = joins results of further samples; [ ] = another dose, or the depositor's remark. Unless noted, calls come from the whole dose curve; as a rule, active = well fitted curve in the direction sought with a large enough effect; inconclusive = small, poorly fitted or top-dose-only effect, or another doubt; inactive = no such curve, though single readings can be large; an effect the other way counts as inactive or inconclusive.

Start of the listing, in advance, 3 compounds:
Each structure is followed by: KCNH2 3.1 block, FBPA coupling cs, NPC1 prom act, RORg inh, Giardia kill, ELG1 genotoxic, uPA generation, Rab9 promoter act, FLuc modulator, Tb PFK inh, VP16 counter
1: COC(=O)c1ccccc1NC(=O)CN1CCCCC1
  9, 0, -10%, -16%, 9, 3%, -14%, 2%, 0%, 0%, -8%[10 µM]
2: CCOC(=O)c1cnc(-n2nc(C)cc2C)nc1Nc1cccc(C(=O)O)c1
  5, 1, 10%, -3%[10 µM], -10, ?, 5%, 25%, 0%, 5%, 5%
3: COc1ccc(-c2nnc(NC(=O)c3ccc(S(=O)(=O)N4CCCc5ccccc54)cc3)o2)cc1
  7, 1, -1%, 0.28µM*, -10, -8%, -13%, -4%, -2%, 3%, 0.5µM*

Main list, from the first entry:
Each structure is followed by: KCNH2 3.1 block, FBPA coupling cs, NPC1 prom act, RORg inh, Giardia kill, ELG1 genotoxic, uPA generation, Rab9 promoter act, FLuc modulator, Tb PFK inh, VP16 counter
1: COC(=O)c1ccccc1NC(=O)CN1CCCCC1
  9, 0, -10%, -16%, 9, 3%, -14%, 2%, 0%, 0%, -8%[10 µM]
2: CCOC(=O)c1cnc(-n2nc(C)cc2C)nc1Nc1cccc(C(=O)O)c1
  5, 1, 10%, -3%[10 µM], -10, ?, 5%, 25%, 0%, 5%, 5%
3: COc1ccc(-c2nnc(NC(=O)c3ccc(S(=O)(=O)N4CCCc5ccccc54)cc3)o2)cc1
  7, 1, -1%, 0.28µM*, -10, -8%, -13%, -4%, -2%, 3%, 0.5µM*
4: O=C(NC1=NCCS1)c1ccc(Cl)s1
  8, 1, 2.5µM*, ?, 3, ?, -14%, 4µM*, 24µM*, 0%, -17%
5: CCOc1ccc(C(=O)NC(=S)Nc2ccc(NC(=O)c3ccco3)cc2)cc1[N+](=O)[O-]
  -24, 1, 3%, 3%, 14, 1%, 2%, 13%, -1%, -9%, -17%
6: CC(C)C(OC(=O)C1CCCO1)C(=O)NC1CCCC1 (stereo not given)
  -4, -1, 0%, -2%, 11, 0%, -4%, -1%, 3%, 3%, 1%
7: CCCCOC(=O)C1[C@H]2C(=O)N(CCc3ccccc3)C[C@]23C=C[C@H]1O3 (stereo not given in full)
  5, 0, -4%, 2%, 17, ?, 10%, -1%, 2%, -4%, -6%
8: CN1CCN(CC(=O)Nc2cccc(S(=O)(=O)N(C)c3ccccc3)c2)CC1
  3, ., -1%, ., 5, 0%, 2%, -4%, 1%, -4%, .
9: CCN(CC)CCN(C)C(=O)c1ccc(OC2CCN(C(=O)C3CC3)CC2)cc1
  0, 0, -4%, 13%, -14, 5%, 2%, 1%, 6%, 2%, -27%
10: CC1(C)Cc2c(sc(NC(=O)C(=O)NCC3CCCO3)c2C(N)=O)CO1 (stereo not given)
  3, ., -6%, -7%, -13, 2%, 4%, 0%, -2%, 1%, 0%
11: CCOc1ccc(N2C(=O)/C(=C/c3ccccn3)SC2=S)cc1
  -12, 0, -4%, 19%, -13, -3%, 1%, -4%, -1%, 0%, 0%
12: CCOC(=O)c1cc(NC(=O)CNCC(c2ccccc2)N(C)C)cc(C(=O)OCC)c1 (stereo not given)
  0, 2, -1%, 6%, -2, -3%, -3%, 0%, 2%, -4%, 3%
13: Cn1c(CN2CCOCC2)nnc1SCc1ccc(C#N)cc1
  6, 2, -1%, -30%, 1, -4%, 5%, -2%, -12%, -2%, -14%
14: Cc1cc(C)c(NC(=O)CSc2nnc(CNC(=O)c3c(F)cccc3Cl)o2)c(C)c1
  -48, ., 0%, 0%, -6, 1%, -3%, 0%, 3%, 0%, 12%
15: O=C(OC1CCOC1=O)c1cc(-c2ccc(Cl)cc2)nc2ccccc12 (stereo not given)
  9, 3, -5%, 18%, 3, 0%, -11%, 0%, ?, -4%, 1%
16: Cc1ccc(CNC(=O)N2CCN(C)CC2)cc1
  -20, 0, 8%, -8%, 10, -1%, 6%, -3%, 0%, 3%, -6%
17: CC1(C)O[C@@H]2[C@H](O1)[C@@H](COS(=O)(=O)O)O[C@H]2n1ccc(=O)[nH]c1=O
  ., ., 1%, ., -10, 2%, 9%, 0%, 3%, -1%, .
18: COC(=O)c1sccc1N/C=C(\C#N)S(=O)(=O)C(C)(C)C
  13, -2, -2%, 11%, -2, -1%, 0%, -6%, 0%, 3%, -2%
19: Cc1cc(Br)ccc1OCCCCN1CCC(C)CC1
  ?, 0, 0%, -13%, -8, -6%, 2%, -5%, 6%, -4%, 1%
20: O=C(Nc1ccccc1)N(C1=NCCC1)c1ccc(OC(F)F)cc1
  -6, 1, 0%, 5%, 6, -3%, 3%, -3%, 1%, 0%, -8%

The last 2 entries of the part before are carried over, then new ones follow.
Each structure is followed by: KCNH2 3.1 block, FBPA coupling cs, NPC1 prom act, RORg inh, Giardia kill, ELG1 genotoxic, uPA generation, Rab9 promoter act, FLuc modulator, Tb PFK inh, VP16 counter
19: Cc1cc(Br)ccc1OCCCCN1CCC(C)CC1
  ?, 0, 0%, -13%, -8, -6%, 2%, -5%, 6%, -4%, 1%
20: O=C(Nc1ccccc1)N(C1=NCCC1)c1ccc(OC(F)F)cc1
  -6, 1, 0%, 5%, 6, -3%, 3%, -3%, 1%, 0%, -8%
21: C(=NCCCN1CCOCC1)c1ccc2c(c1)OCO2
  5, 0, 1%, 1%, 3, -5%, ., -5%, 1%, -5%, 1%
22: COc1ccc(-c2csc3nc(-c4ccccc4)oc(=O)c23)cc1OC
  -1, 3, -1%, 2%, 6, ?, -8%, -20%, -16%&-6%, 2%, ?
23: CC1CCCCN1CCNC(=O)c1ccc2c(c1)N(Cc1ccccc1)C(=O)c1ccccc1S2(=O)=O (stereo not given)
  -24, ., 1%, -22%, -4, -1%, -13%, -2%, 4%, -1%, 1%
24: COc1ccc(C2CC(c3cccs3)=NN2C(=O)COC(=O)c2cncc(Br)c2)cc1OC (stereo not given)
  0, 3, -3%, -26%, -14, 0%, -5%, -5%, -2%, -4%, -17%
25: Cc1cc(/C=N/NC(=O)c2cccc([N+](=O)[O-])c2)c(C)n1-c1ccc(Cl)cc1Cl
  -10, 1, -6%, 1.8µM*, -4, -14%, -5%, -5%, ?, 2%, 6.3µM*
26: O=C(COC(=O)c1ccc(S(=O)(=O)N2CCCC2)cc1)Nc1ccc(F)cc1F
  8, 2, 0%, 15%, -18, 0%, 2%, -9%, -1%, 3%, -2%
27: CN(C)C(CNC(=O)c1cc(S(=O)(=O)N(C)c2ccccc2)ccc1Cl)c1cccs1 (stereo not given)
  -2, 1, -7%, ?, 14, -11%, 4%, 1%, -5%, -4%, 1%
28: Cn1c2c(c(=O)n3ncnc13)CCCC2
  1, 2, -3%, 3%, 4, 1%, -1%, -1%, -1%, -1%, 1%
29: COc1ccc(-n2nc3c(N4CCC(C(=O)NCc5cccc(C)c5)CC4)nnc(C)c3c2C)cc1
  3, ., -6%, ?, 18, ?, ?, 0%, 3%, 16%, 20µM*
30: Cc1ccc(/C=C(/C#N)C(=O)NC(=O)Oc2ccccc2)cc1
  4, -3, -2%, -14%, -1, 1%, -1%, -1%, -1%[2.3 µM], -1%, 29%
31: Cc1cc(C(=O)OCC(=O)Nc2ccccc2C(F)(F)F)on1
  6, ., ., ., 29, 5%, -2%, ., ., -12%, .
32: O=C1C(C=Nc2ccc(F)cc2)=C(O)c2ccccc21
  -12, 0, 0.35µM*, -29%, -9, ?, -4%, 0.79µM*, 0.27µM*, 0%, -7%
33: CCc1nnc(NC(=O)CSc2nnc(C)n2-c2ccc(C)cc2)s1
  3, 1, 0%, -2%, -18, -5%, -1%, -3%, 4%, 1%, 7%
34: CCc1cc2c(-c3ccccc3)cc(=O)oc2cc1OC(C)C(=O)O (stereo not given)
  -11, 9, 3%, 23%, 10, 0%, 6%, 0%, 0%, -4%, -11%
35: COc1ccc(OC)c(/C=N/NC(=O)CCc2c(C)n[nH]c2C)c1
  15, 1, -1%, 1%, -4, 0%, -1%, 3%, -2%, 0%, 3%
36: CN(C)CCNC(=O)C(=O)NCC1OCCN1S(=O)(=O)c1ccc([N+](=O)[O-])cc1 (stereo not given)
  4, -1, 1%, 29%, 5, 0%, 1%, -2%, 2%, -3%, -9%
37: O=C(OCn1ncc(Br)c(Br)c1=O)c1ccc(F)cc1
  0, -1, -38%[inhibitor], ?, -13, ?, -9%, -43%[inhibitor], -10%, -3%, 0.63µM*
